# From PubChem BioAssay
# PTHR1 agonist = PTHR1 (human) receptor agonism. Potency, µM (series often up to 115 µM), for the others: top-dose activation, actives largely listed as activators. Q03431. HEK293 GP2 PTHR1 cells, GloSensor cAMP luminescence, 1 h. 0.075% of 410,000 active; further: potency means the concentration at half of the fitted maximal effect; nearly all actives have a fitted effect of over 55% in size; some results filed as inactive show a strong effect at the top dose; inactives centre near -15; many of its hits are not listed in these tables
# Target sequence (Q03431 whole entry, looked up): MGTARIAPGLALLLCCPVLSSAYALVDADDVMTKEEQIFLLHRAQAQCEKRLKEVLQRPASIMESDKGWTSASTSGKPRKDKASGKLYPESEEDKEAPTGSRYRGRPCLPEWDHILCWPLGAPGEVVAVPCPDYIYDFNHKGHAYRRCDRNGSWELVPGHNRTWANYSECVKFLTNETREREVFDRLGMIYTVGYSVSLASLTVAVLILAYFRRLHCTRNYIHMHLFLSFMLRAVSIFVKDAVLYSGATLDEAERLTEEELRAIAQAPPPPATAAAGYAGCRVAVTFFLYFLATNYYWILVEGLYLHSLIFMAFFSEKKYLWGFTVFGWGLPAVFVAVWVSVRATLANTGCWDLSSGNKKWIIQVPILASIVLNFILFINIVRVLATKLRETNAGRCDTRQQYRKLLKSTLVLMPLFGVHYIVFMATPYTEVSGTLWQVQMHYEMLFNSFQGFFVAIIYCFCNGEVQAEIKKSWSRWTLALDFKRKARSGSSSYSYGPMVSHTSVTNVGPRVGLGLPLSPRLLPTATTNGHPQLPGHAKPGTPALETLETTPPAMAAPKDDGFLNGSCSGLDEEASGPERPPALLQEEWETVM
#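 HEK-293-derived GP2 cells expressing PTHR1 and a GloSensor cAMP reporter, 3,000/well, plated overnight, given luciferin plus IBMX (each 0.5 mM as added) for 1 h at 37 °C, then compound for 1 h at 37 °C. Luminescence was read after 15 min at room temperature.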
# DRD3 agonist = D3 dopamine receptor (human) agonism; P35462; D3R DiscoveRx beta-arrestin cells, luminescence, 90 min; max activation, %; 0.58% of 410,000 active; in the data active means max activation above about 30%; further: 0% is about no effect; mostly tested at two doses, the higher about 12 µM
#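 Agonist mode: compounds and dopamine controls were applied to plated cells for 90 min at 37 degrees C after an overnight attachment at 1500 cells/well. Luminescent read-out followed 30 - 60 minutes at room temperature with DiscoveRx detection reagent.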
# TDP-43 yeast inh = inhibitors of TDP-43 toxicity in yeast; TDP-43 expressing yeast growth rescue, BacTiter-Glo, 24 h; Potency, µM (series often up to 46.1 µM), for inactives: top-dose growth rescue (activation), usual class: activators; 1.8% of 410,000 active; AID 652104; further: potency means the concentration at half of the fitted maximal effect; % of control where 0% means no effect; nearly all actives have a fitted effect of over 50% in size
#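 Cell-based yeast growth screen: TDP-43 expression induced in galactose, inoculum OD600=0.02 after raffinose pregrowth to mid-log. Read-out BacTiter-Glo luminescence at 24 hr, 30 deg C; inhibition of toxicity seen as signal increase.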
# KB-V1 MDR tox = KB-V1 MDR subline cytotoxicity | 3.4% of 400,000 active | AID 1347076 | KB-V1 MDR cells viability, CellTiter-Glo, 72 h | Potency, µM (highest dose often 46.1 µM), without a hit: at the top dose activity change, negative = cytotoxicity, most hits filed as cytotoxic; further: potency means the concentration at half of the fitted maximal effect; on the % scale 0 is the no-effect control and ±100 the full control effect; nearly all actives have a fitted effect of over 60% in size
#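 KB-V1 MDR subline cells in DMEM (phenol-red free, 10% FBS) exposed to compounds in qHTS concentration series for 72 h at 37 degrees C. Viability read by CellTiter-Glo luminescence; concentration-effect curves fitted after normalization and correction.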
# aSyn rescue = inhibitors of alpha-synuclein toxicity in yeast; Yeast expressing alpha-synuclein, growth rescue, BacTiter-Glo, 24 h; Potency, µM (highest dose often 46.1 µM), inactives show at the highest dose growth rescue (activation), actives largely listed as activators; 0.14% of 370,000 active; further: potency means the concentration at half of the fitted maximal effect; % of control where 0% means no effect; nearly all actives have a fitted effect of over 65% in size
#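 Rescue of yeast growth: cells expressing toxic alpha-synuclein, induced in galactose at OD600 0.02, incubated with compound 24 h at 30 C. ATP luminescence quantified growth; inhibitors of toxicity appear as activators.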
# GLP1R cytotox = cytotoxic in the GLP-1 receptor inverse agonist counter-screen | 0.13% of 410,000 active | Potency, µM (top dose mostly 38.3 µM), for the others: top-dose activity change, negative = inhibition, usual class: inhibitors | HEK293 cAMP-luciferase reporter cells, luminescence, 24 h;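 further: loss of luciferase light is scored as toxicity; potency means the concentration at half of the fitted maximal effect; on the % scale 0 is the no-effect control and ±100 the full control effect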
#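 Here, cytotoxicity is scored as loss of luminescence. The MLSMR collection was tested on cells seeded in medium containing 10% Nu serum, with a 24 hr compound exposure preceded by 12 hours of culture.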
# GLP-1R agonist = activates the human GLP-1 receptor; P43220; HEK293 GLP-1R CRE-luciferase, luminescence, 4-6 h; cells express a hypersensitive GLP-1R form; Potency, µM (titrated, usually from 45.6 µM), without a hit: at the highest dose activation, most hits filed as activators; 0.007% of 380,000 active; AID 624172; further: potency means the concentration at half of the fitted maximal effect; % of control where 0% means no effect
# Target sequence (P43220 whole entry, looked up): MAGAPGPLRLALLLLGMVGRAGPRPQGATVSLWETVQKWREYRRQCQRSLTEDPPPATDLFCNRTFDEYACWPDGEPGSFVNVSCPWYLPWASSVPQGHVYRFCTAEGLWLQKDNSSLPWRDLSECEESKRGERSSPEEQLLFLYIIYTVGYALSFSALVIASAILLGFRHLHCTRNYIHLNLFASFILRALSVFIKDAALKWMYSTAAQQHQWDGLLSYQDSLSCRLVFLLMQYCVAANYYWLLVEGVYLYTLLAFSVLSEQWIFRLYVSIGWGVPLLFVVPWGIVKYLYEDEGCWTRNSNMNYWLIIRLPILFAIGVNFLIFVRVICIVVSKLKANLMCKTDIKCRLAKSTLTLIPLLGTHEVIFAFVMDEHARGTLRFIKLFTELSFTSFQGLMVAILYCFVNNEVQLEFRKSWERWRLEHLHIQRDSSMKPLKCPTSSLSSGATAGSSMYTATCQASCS
# GLP-1R inv ag = GLP-1 receptor (human) inverse agonism; HEK293 GLP-1R CRE-luciferase, luminescence, 24 h; GLP-1R form is constitutively active; Potency, µM (titrated, usually from 38.3 µM), without a hit: at the top dose activity change, negative = inhibition, usual class: inhibitors; 1.6% of 410,000 active; further: potency means the concentration at half of the fitted maximal effect; on the % scale 0 is the no-effect control and ±100 the full control effect; nearly all actives have a fitted effect of over 55% in size
#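 HEK293 cells stably co-expressing constitutively active GLP-1R and a cAMP-responsive luciferase reporter were seeded in DMEM with 10% Nu serum, given compounds after 12 h, and incubated 24 h at 37 deg C. Luminescence was then read.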
# DRD3 antagonist = antagonists of human D3 dopamine receptor | P35462 | D3R cells, DiscoveRx beta-arrestin luminescence, antagonist mode; hits give low values | max response, negative = inhibition, % | 2.5% of 360,000 active | AID 652054; in the data active means max response below about -50%; inconclusive means no clear call, values can overlap the other calls; further: on the % scale 0 is the no-effect control and ±100 the full control effect; mostly tested at two doses, the higher about 12 µM
#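 Cells expressing the human receptor were seeded at 1500 cells/well, incubated overnight at 37 degrees C in 5% CO2, then exposed to library compounds with dopamine controls for 90 minutes at 37 degrees C before luminescent detection.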
# * marks the source's active call; other numbers are inactive results; i = inactive; ? = inconclusive; · = no result given; [ ] = remark or other dose. Unless noted, the call rests on the fitted dose curve; in most records, active means well fitted curve in the direction sought with a large enough effect; inconclusive means small, poorly fitted or top-dose-only effect, or another doubt; inactive means no such curve, though single readings can be large; an effect the other way counts as inactive or inconclusive.
SMILES,PTHR1 agonist,DRD3 agonist,TDP-43 yeast inh,KB-V1 MDR tox,aSyn rescue,GLP1R cytotox,GLP-1R agonist,GLP-1R inv ag,DRD3 antagonist
O=[N+]([O-])c1ccc(N2CCN(S(=O)(=O)c3ccc(Cl)cc3)CC2)cc1NCC1CCCO1 (stereo unspecified),-5%,5,-6%,?,4%,3%,0%,7%,35
CCCC1C(=O)Nc2ccccc2N1C(=O)c1ccc(C(C)(C)C)cc1 (stereo unspecified),-22%,4,?,-14%,-15%,?,17%,?,-16
Cc1cc(C=C2C(=O)CCCC2=O)c(C)n1-c1ccccc1,i,-6,7%,13%,0%,-9%,0%,13%,0
CN(C)c1ccc(N/C(N)=N/c2nc(C(F)(F)F)cc(C(F)(F)F)n2)cc1,?,21,-5%,-5%,-5%,-1%,-1%,-10%,10
NC(=O)CC1C(=O)N(c2ccc(Cl)cc2)C(=S)N1NC(=O)c1cccc(F)c1 (stereo unspecified),i,-6,3%,0%,0%,-23%,-2%,?,-2
O=C(Nc1nnc(SCC(=O)N2CCCC2)s1)C1CC(=O)N(c2ccccc2)C1 (stereo unspecified),i,-4,2%,4%,-4%,-1%,5%,14%,2
Cc1ccccc1OCCC(=O)Nc1ccccc1C(=O)NC1CC1,-12%,-9,-6%,-4%,0%,15%,13%,-2%,0
COc1ccc(-c2cn3c(n2)sc2cc(C(=O)N4CCCCC4)ccc23)cc1,-44%[inhibitor],19,16%,·,·,0%,·,-3%,·
CCOc1ccccc1OCC(=O)NCc1ccco1,i,-12,-18%,-8%,0%,-8%,3%,6%,-8
O=C(Nc1ccn(CCCN2CCN(Cc3cccc4ccccc34)CC2)c(=O)n1)OCc1ccccc1,-39%,-10,18%,18µM*,-1%,-7%,2%,7.9µM*,-2
Cc1ccc(CNC(=O)c2cnc3ccccc3n2)cc1,-12%,9,?,0%,-47%[inhibitor],-17%,16%,-1%,7
CC(C)(C)c1ccc(C2C(C#N)=C(N)Oc3n[nH]c(-c4cccnc4)c32)cc1 (stereo unspecified),i,-6,-7%,17%,0%,-9%,11%,7%,-14
Cc1c(Cl)cccc1N1C(=O)C(N2C(=O)c3cccc([N+](=O)[O-])c3C2=O)C1c1cccs1 (stereo unspecified),-48%[inhibitor],-19,-18%,4%,21%,-2%,2%,-14%,?
CCCSc1nc(N2CCOCC2)c2c(c1C#N)CCCC2,i,12,?,0%,2%,-6%,13%,?,11
CCN1CCN(S(=O)(=O)c2cccc([N+](=O)[O-])c2)CC1,i,4,0%,44%,2%,2%,-13%,5%,?

# Results in GLP-1R inv ag, for some of the entries so far:
SMILES	GLP-1R inv ag
CCCSc1nc(N2CCOCC2)c2c(c1C#N)CCCC2	?
CCN1CCN(S(=O)(=O)c2cccc([N+](=O)[O-])c2)CC1	5%

# Other entries:
SMILES,PTHR1 agonist,DRD3 agonist,TDP-43 yeast inh,KB-V1 MDR tox,aSyn rescue,GLP1R cytotox,GLP-1R agonist,GLP-1R inv ag,DRD3 antagonist
Cc1cc(=O)[nH]c(CN2CCC(c3ccccc3)CC2)n1,-1%,-14,3%[9.22 µM],1%,-3%,1%[7.66 µM],3%,17%[7.66 µM],-22
O=C(Nc1ccnn1C1CCN(CC(O)CO)CC1)C1CCCC1 (stereo unspecified),-17%,4,?,?,-1%,-7%,-16%,14%,4
O=C(c1ccccc1Cl)N1CCN(Cc2ccc3c(c2)OCO3)CC1,-24%,-26,4%,-16%,-1%,7%,-2%,?,-20
N#C/C(=C\c1cn(CCOc2ccccc2)c2ccccc12)C(=O)NCc1cccs1,i,10,19%,?,0%,-5%,-2%,20%,-5
CCN(CC)c1ccc(/C=N/NC(=O)Cc2nnc(NC(=O)Nc3ccccc3)s2)cc1,i,-14,2%,27%,1%,-1%,17%,?,-20
CCOC(=O)c1c(NC(=O)c2cc(-c3cccc(O)c3)on2)sc(C(C)=O)c1C,-14%,6,6%,17%,0%,9%,4%,8%,27
CCCCN(C)C(=O)c1ccc2c(c1)S(=O)(=O)c1ccccc1C2=O,i,4,-14%,-7%,3%,3%,18%,56%[activator],-7
COCCc1ccc(OC2(C)CCN(Cc3cccc(OCOC)c3)C2)cc1 (stereo unspecified),-17%,-17,-9%,-3%,-15%,7%,-4%,?,-16
Cc1ccc(N2CCN(S(=O)(=O)c3ccc4c(c3)n(C)c(=O)c(=O)n4C)CC2C)cc1 (stereo unspecified),i,-1,-10%,?,-6%,-7%,2%,-5%,0
Cc1c(CCOC(=O)c2cccc([N+](=O)[O-])c2)sc[n+]1CC(=O)c1ccccc1,-5%,-4,16%,2%,7%,-1%,0%,44%[activator],-3
COc1ccc2nc(C)cc(Nc3ccc(Cl)c(Cl)c3)c2c1,-8%,-21,0%,?,·,?,·,?,·
Cc1ccc(N(C)C(=O)N2CCN(c3ccccn3)CC2)cc1,-31%[inhibitor],-5,6%,-7%,5%,11%,-1%,-21%,9
Cc1oc2ccc(O)c(CN3CCCC3)c2c1C(=O)Nc1ccccc1,i,2,24%,?,·,2%,·,-23%,·
COc1ccc(C(=O)N/N=C/c2cn[nH]c2-c2ccc(OC)cc2OC)cc1,-6%,-20,3%,19%,-11%,?,-4%,?,-26
CCN(CC)C(=O)CC(c1cc(OC)c(OC)c(OC)c1)c1c(OC)cc(OC)c2ccc(=O)oc12 (stereo unspecified),-21%,12,6%,?,0%,-45%,10%,9%,0
CCOc1cc2c(cc1OCC)C(C(=O)O)C(c1ccc(OC)c(O)c1)N(C)C2=O (stereo unspecified),i,-4,3%,5%,6%,-22%,-4%,0%,-14
COc1ccc(Cl)cc1NC(=O)CN(C)C(=O)CCNC(=O)c1ccccc1OC,-16%,-8,-17%,-6%,-4%,0%,2%,7%,-16
COc1ccc(C(=O)NCC(C)C)c(OC)c1,-14%[57.5 µM],1,-1%,7%,4%,6%,0%,3%,-3
CC(=O)Nc1ccc(NS(=O)(=O)c2ccc3c(c2)NC(=O)CC(=O)N3)cc1,-1%,-1,4%,16%,-1%,-4%,-5%,-1%,-9
Cc1cc(C)n2nc(C(=O)OC(C)C(=O)c3cc(C)c(C)cc3C)nc2n1 (stereo unspecified),-7%,2,4%,3%,-3%,5%,-1%,0%,2
O=C(CN1C(=O)C(c2ccc(F)cc2)=NC12CCCCCC2)Nc1ccccc1Cl,i,-4,41%,·,·,-10%,·,?,·
COc1cc(C(=O)NCC(c2ccco2)N2CCOCC2)cc(OC)c1OC (stereo unspecified),i,-6,5%,-1%,-5%,18%,-4%,22%,-4
O=C(NCc1cccs1)C1CCCN(S(=O)(=O)c2ccc(Br)s2)C1 (stereo unspecified),-15%,6,2%,?,7%,-17%,5%,?,6
CCn1cc2c(n1)-c1c(oc(C(=O)Nc3ccc(Br)cc3F)c1C)CC2,i,3,13%,·,·,2%,·,14%,·
Cc1ccc(CSCC(=O)NCc2ccc3c(c2)OCO3)cc1,-6%,-1,17%,19%,5%,14%,3%,?,-6
CC/C=C/C(=O)N1CC2(CC(c3cccc(NC(=O)CC(c4ccccc4)c4ccccc4)c3)=NO2)C[C@@H]1C(N)=O (stereo partly specified),-12%,-21,-24%,-12%,0%,-13%,3%,?,14
COc1cc2c(cc1OC)C(c1cccc(F)c1)CC(=O)N2 (stereo unspecified),i,7,·,3%,-5%,2%,13%,35%[activator],0
COCC(=O)OCC(=O)Nc1cc(C(C)(C)C)nn1-c1ccccc1,i,3,0%,12%,4%,-5%,-8%,1%,5
O=S(=O)(NC1CC2CCC1C2)c1ccc(Cl)cc1 (stereo unspecified),-22%,2,7.1µM*,1%,1%,1%,-6%,?,-12
C=CCn1c(CCn2c3ccccc3c3ccccc32)n[nH]c1=S,i,16,3%,?,-11%,-24%,0%,-26%,4
CCN(CC)CCCNC(=O)c1c(O)c2c([nH]c1=O)CCCC2,-30%[57.5 µM],-5,-17%,?,1%,-3%,0%,31%[activator],-16
O=C(COc1ccc2ccc(=O)oc2c1)N1CCN(c2ccc(F)cc2)CC1,-28%,14,?,-10%,5%,-7%,-4%,-29%,12
COc1cc(NC(=O)c2cccs2)c(C(=O)OCC(=O)NC(=O)NC(C)(C)C)cc1OC,i,3,11%,5%,1%,-2%,1%,20%,76
O=C(O)c1ccc2c(c1)C1C=CCC1C(c1cc3c(cc1Br)OCO3)N2 (stereo unspecified),-21%,-10,?,-14%,4%,1%,-2%,-14%,-12
CC(=O)Nc1cccc(C(=O)NCc2ccc3c(c2)CCN3C(C)=O)c1,i,-6,3%,·,·,4%,·,10%,·
N/C(=N\OC(=O)Oc1ccccc1)c1cccc([N+](=O)[O-])c1,i,-1,16%,17%,-1%,-4%,-1%,6%,-6
CC(=O)Nc1ccc(-c2csc(NC(=O)CCCc3cccs3)n2)cc1,-20%,1,-19%[0.397 µM],17%,3%,-8%,27%,?,1
COc1ccc(C2=NOC(C(=O)Nc3cc(C)nn3-c3ccccc3)C2)cc1OC (stereo unspecified),i,1,17%,16%,-2%,4%,0%,74%[activator],-12
COc1cccc(OCC(O)CN2CCN(c3ccccn3)CC2)c1 (stereo unspecified),i,35*,4%,1%,-2%,-9%,-5%,-24%,?
CN1CCN(S(=O)(=O)c2ccc(N3CCN(C(c4ccccc4)c4ccccc4)CC3)nc2)CC1,i,-9,3%,-12%,1%,-5%,5%,10%,-6
COc1ccc(C(=O)Nc2cccc(S(=O)(=O)NC3=NCCC3)c2)cc1OC,-25%,-1,5%,0%,0%,-8%,9%,19%,-10

# An excerpt; the hit share may differ from the screen's.
